PAX8 reporter = inhibitors of PAX8-driven TPO luciferase reporter, primary screen, RMG-I cells, single concentration. inhibition, % at 12.6 µM. 360,000 tested, 1.2% active. SteadyGlo, 24 h;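 active means mean replicate inhibition at least 60% with every replicate also reaching 60%; inconclusive means only one of the two criteria is met; inactive means mean below 60% and not all replicates reaching 60%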;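 further: luciferase light reporting Pax8 driven TPO promoter activity; plate controls were median of neutral control wells for no effect and mitoxantrone controls for full effect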
ERAP1 inh = human ERAP1 aminopeptidase inhibitors, primary screen, biochemical, single point, plate reader | recombinant ERAP1, Leu-AMC fluorescence, 60 min | 340,000 tested, 0.15% active | inhibition, % at 10.7 µM | Endoplasmic reticulum aminopeptidase 1 (Homo sapiens), Q9NZ08;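 active means mean replicate inhibition of at least 30%, or all replicates individually reaching that 30% level; inactive means mean below 30% and not every replicate reaching it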;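 further: 0% = neutral control wells and 100% = L-leucinethiol positive control wells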
Target sequence (Q9NZ08 whole entry, looked up): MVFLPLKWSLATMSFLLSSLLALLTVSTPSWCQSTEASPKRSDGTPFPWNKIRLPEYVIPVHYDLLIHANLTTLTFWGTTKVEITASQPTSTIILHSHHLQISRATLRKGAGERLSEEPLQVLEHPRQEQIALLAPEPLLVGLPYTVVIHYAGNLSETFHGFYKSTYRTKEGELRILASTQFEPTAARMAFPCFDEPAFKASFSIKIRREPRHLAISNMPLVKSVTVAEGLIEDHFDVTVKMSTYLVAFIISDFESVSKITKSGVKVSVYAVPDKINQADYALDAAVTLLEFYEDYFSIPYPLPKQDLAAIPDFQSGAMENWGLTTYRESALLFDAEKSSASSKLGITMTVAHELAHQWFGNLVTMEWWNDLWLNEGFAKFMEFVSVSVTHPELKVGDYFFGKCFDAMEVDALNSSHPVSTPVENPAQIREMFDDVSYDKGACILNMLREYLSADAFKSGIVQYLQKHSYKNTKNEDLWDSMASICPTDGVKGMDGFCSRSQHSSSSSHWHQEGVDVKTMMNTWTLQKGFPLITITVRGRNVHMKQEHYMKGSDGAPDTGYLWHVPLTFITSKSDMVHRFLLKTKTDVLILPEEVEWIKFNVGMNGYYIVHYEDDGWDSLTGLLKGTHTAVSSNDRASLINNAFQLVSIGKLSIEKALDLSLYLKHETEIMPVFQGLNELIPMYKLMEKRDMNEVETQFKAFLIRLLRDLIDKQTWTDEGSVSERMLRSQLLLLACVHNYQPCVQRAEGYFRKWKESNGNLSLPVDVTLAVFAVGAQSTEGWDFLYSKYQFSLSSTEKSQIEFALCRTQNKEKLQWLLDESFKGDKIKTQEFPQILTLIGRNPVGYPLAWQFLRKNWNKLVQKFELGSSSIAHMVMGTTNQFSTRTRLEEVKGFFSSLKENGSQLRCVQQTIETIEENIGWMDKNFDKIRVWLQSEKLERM
EWS-Fli inh = EWS/Fli-driven NR0B1 reporter inhibitors, primary screen, A673 cells, NR0B1 luciferase, luminescence, MLPCN library. viability-normalised. inhibition, % at 12.6 µM. 350,000 tested, 0.67% active;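 active means mean inhibition of at least 50% after viability correction, with every replicate also passing that limit; inconclusive means mean reaches 50% but only one of two replicates passes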;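 further: firefly luciferase signal divided by Alamar Blue viability fluorescence both relative to DMSO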
LGR2 inh = inhibitors of bursicon-induced LGR2 CRE-luciferase signal, primary screen, cell-based, HEK293, CRE-luciferase reporter, bursicon stimulation | 380,000 tested, 0.35% active | inhibition, % at 9.99 µM | bursicon-stimulated, 4 h | AID 720647, 2013;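 active means drop in luminescence signal, shown as inhibition above about 50% in the replicate tests, limit read from the data, passing the limit was not always enough; inconclusive means probably only some replicates passing the limit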;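 further: agonist challenge used bursicon conditioned medium at about half maximal strength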
PglD DTNB = C. jejuni PglD acetyltransferase inhibitors, primary screen, biochemical, DTNB colorimetric, single point; purified PglD enzyme, DTNB colorimetric CoA detection; inhibition, % at 12.5 µM; 360,000 tested, 0.098% active; AID 602405, 2012; in the data active means inhibition above about 16%, passing the limit was not always enough; inconclusive means no clear call, values can overlap the other calls; further: strong numbers were not always called active
FN deposition inh = inhibitors of fibronectin matrix deposition, primary screen, AH1F cells, Alexa488-fibronectin fluorescence, plate reader. AH1F fibroblasts, overnight. 350,000 tested, 0.086% active. inhibition, % at 12.6 µM;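 active means mean inhibition across replicates of 30% or more, regardless of how many single replicates reach that level; inconclusive means mean under 30% yet at least half of replicates reach 30%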;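 further: positive control wells lacked labelled fibronectin entirely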
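Schedule: 1 h cell adhesion before compound, then overnight fibronectin incubation; test system: AH1F fibroblast monolayer depositing Alexa488-labelled fibronectin into matrix; quantity: 10000 AH1F cells per well; probe or stimulus: fluorescent fibronectin at 24 nM final; signal: fluorescence, ex 485 nm, em 525 nm; evaluation: percent inhibition as loss of matrix-bound fibronectin fluorescence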
PGC1a acetyl inh = inhibitors of PGC1a acetylation signal, primary screen, cell-based, U2OS, AlphaScreen, inhibitor mode; AlphaScreen anti-acetyl-lysine; with virally co-expressed GCN5 acetyltransferase; inhibition, % at 15.6 µM; 350,000 tested, 0.17% active; AID 651687, 2012;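 active means every replicate shows inhibition of at least 40%; inconclusive means mean inhibition at least 40% but some replicate below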;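 further: 0% = neutral control wells and 100% = positive control wells; some results beyond the cut were filed as inactive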
S100A4 inh HTS = inhibitors of S100A4-myosin IIA peptide binding, primary screen, biochemical, fluorescence polarization, TAMRA-MyoIIA peptide; Protein S100-A4 (Homo sapiens), P26447; inhibition, % at 10.7 µM; 360,000 tested, 0.14% active; AID 652163, 2013;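 active means mean inhibition of at least 70% across replicates, with every replicate also reaching that level; inconclusive means mean inhibition reaches 70% but some replicates fall short; inactive means mean inhibition below 70%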
Target sequence (P26447 whole entry, looked up): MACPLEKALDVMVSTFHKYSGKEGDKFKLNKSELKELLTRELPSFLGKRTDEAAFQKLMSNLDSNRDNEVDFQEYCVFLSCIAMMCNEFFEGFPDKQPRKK
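Test system – S100A4 monomer (human) · Compound – single-point compound testing · Schedule – 5 min incubation before reading · Probe or stimulus – TAMRA-labelled myosin IIA heavy-chain peptide probe, 5 nM · Benchmarks – neutral control DMSO, positive control TFP · Medium – Calcium-containing HEPES buffer, pH 7.2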
Numbers without * were called inactive; u = inconclusive; x = not tested or not shown; & = joins results of further samples.

smiles	PAX8 reporter	ERAP1 inh	EWS-Fli inh	LGR2 inh	PglD DTNB	FN deposition inh	PGC1a acetyl inh	S100A4 inh HTS
C[C@@H]1CCCCO[C@H](CN(C)C(=O)C2CCCCC2)[C@H](C)CN([C@@H](C)CO)C(=O)c2cc(NC(=O)CCCCCC(=O)Nc3ccccc3N)ccc2O1	13.9	-3.0	19.2	-5.9	1.7	x	0.5	-3.8
O=C(Nc1ccc(F)cc1)N1CCCCN2[C@H](CO)[C@H](c3ccc(C4=CCCCC4)cc3)[C@@H]2C1	-35.3	-4.3	6.4	9.6	-3.3	x	5.9	-7.9
CC1CCN(C(=O)CNC(=O)Cn2ccc3ccccc3c2=O)CC1	3.5	1.2	-4.1	-22.2	-4.2	3.4	-4.1	3.2
Oc1ccc(N=Nc2nc(-c3ccccc3)c(-c3ccccc3)[nH]2)cc1	-10.5	-0.8	3.6	3.2	x	-10.2	x	15.3
O=C(NCc1ccccc1)[C@@H]1CCCN1C(=O)[C@H]1CCCN1C(=O)c1cccs1	-19.2	2.5	-1.3	12.9	x	6.1	x	-1.0
Cc1ccc(OC(C)C(=O)Nc2ccccc2C(=O)N2CCN(C)CC2)cc1 (stereo unspecified)	-5.4	1.6	4.0	-6.2	6.9	0.5	x	8.9
N#Cc1ccc(OCC(O)CN2CCN(c3ncc(C(F)(F)F)cc3Cl)CC2)cc1 (stereo unspecified)	31.0	-5.1	14.5	7.0	-1.0	0.8	x	-1.8
CCCCCCCCN1C(=O)[C@H](CC(=O)N2CCN(C(=O)OCC)CC2)C[C@@]2(C(=O)OC)CCCCC=C12	3.9	-1.5	-3.2	u	x	-0.4	x	-0.1
Cc1ccc(-c2cnc3c(c2)C(=O)N([C@@H](C)CO)C[C@@H](C)[C@@H](CN(C)CC2CC2)O3)cc1	x	-1.5	7.7	14.4	x	-2.4	x	-0.3
COc1ccc(S(=O)(=O)N(C)C[C@@H]2Oc3c(NS(=O)(=O)c4cn(C)cn4)cccc3C(=O)N([C@@H](C)CO)C[C@@H]2C)cc1	-13.2	x	-8.9	30.3&2.7	-2.4	-9.2	x	x
Cc1ccc(-c2nc3ccc(Br)cn3c2CC(C)(C)C)cc1	-17.2	2.3	-20.7	-14.0	4.2	1.2	x	7.6
COc1ccc(CN(C)C[C@@H]2Oc3ccc(NC(=O)Nc4ccccc4)cc3CC(=O)N([C@H](C)CO)C[C@H]2C)cc1	x	-2.7	-4.7	7.3	1.2	x	7.1	0.9
CC(=O)CCc1ccc(Oc2nc(-c3cccnc3)nc3ccccc23)cc1	1.4	-1.5	-16.8	28.8	x	5.4	0.5	-4.1
CCc1cc(Cn2nc(-c3ccccc3)cc2C(=O)NCc2cccs2)on1	25.4	x	15.1	12.0	-1.6	-0.1	x	6.7
Cc1ccc(-n2c(-c3nn(C)c(C)c3Cl)n[nH]c2=S)cc1	-6.3	x	x	x	-1.8	3.7	1.2	x
CN(Cc1ccccc1)C(=O)c1ccc2sc([C@H]3C[C@H](O)[C@@H](CO)O3)nc2c1	-23.0	-0.6	-24.0	-5.6	1.1	x	-4.4	8.8
COc1ccc(CNC(=O)C[C@H]2CC[C@@H](NC(=O)c3ccc4c(c3)OCO4)[C@@H](CO)O2)cc1	-5.8	-0.6	-5.4	-16.2	1.7	0.4	1.7	5.2
O=C(Nc1ccccc1)N1CCCCN2[C@H](CO)[C@H](c3ccc(-c4ccncc4)cc3)[C@@H]2C1	-13.7	0.9	0.1	2.2	-0.9	x	4.2	5.0
CSc1ncc(Cl)c(C(=O)C(C#N)c2nc3c(C)cc(C)cc3c(=O)[nH]2)n1 (stereo unspecified)	x	-0.1	-13.9	-12.1	-0.7	x	4.4	5.3
O=C(CSc1nnc(-c2cccs2)o1)N1CCCCC1	-144.5	x	-67.1	-16.6	3.0	-4.8	7.1	-2.4
Nn1c(SCC(=O)Nc2nccs2)nnc1-c1ccco1	-11.0	-0.1	2.5	-12.3	4.7	11.6	-0.9	0.0
C[C@@H]1CCCCO[C@H](CN(C)C(=O)C2CCCCC2)[C@H](C)CN([C@H](C)CO)C(=O)c2cc(NC(=O)Nc3cccc4ccccc34)ccc2O1	12.0	-3.4	4.7	-5.7	2.0	x	-8.1	15.6
O=C(CSc1nc(-c2cccs2)cc(C(F)(F)F)n1)NCc1ccccc1	x	x	x	7.0	1.4	-2.5	-11.5	x
O=C(NCc1nnc(SCC(=O)N2CCN(c3ccccc3)CC2)o1)c1c(F)cccc1Cl	-3.0	10.1	5.6	-5.1	4.1	2.0	-15.9	-0.6
CN1CCN(C(=O)C[C@@H]2C[C@H]3c4cc(NC(=O)C5CCOCC5)ccc4O[C@H]3[C@@H](CO)O2)CC1	-8.0	-1.0	4.6	-5.4	-0.8	-7.3	-1.5	-7.8
CCOc1ccccc1NC(=O)c1cc(S(=O)(=O)N2CCN(CC)CC2)ccc1Cl	-6.8	-2.1	-0.8	-10.4	1.6	-4.6	-3.8	-3.8
COc1ccc(S(=O)(=O)N2CCN(Cc3cc(OC)c(OC)c(OC)c3)CC2)cc1	-12.7	-0.2	1.8	-3.8	-10.6	-2.3	x	-4.7
COc1ccc(-c2ccc([C@H]3[C@@H](CO)N4C(=O)CNC[C@@H]34)cc2)cc1	x	-0.9	0.6	-16.8	x	x	-2.9	0.4
Cc1ccc(NC(=O)c2ccc(S(=O)(=O)NCC3CCCO3)cc2)cc1C (stereo unspecified)	1.5	5.0	-6.9	12.2	x	1.9	-2.0	7.2
O=C(c1ccc(CS(=O)(=O)Cc2ccccc2)cc1)N1CCCCC1	x	-0.7	3.9	6.2	-1.8	1.4	x	-2.8
CCOC(=O)[C@H]1[C@H]2COc3ccc(C)cc3[C@@H]2N2C(=O)CN(Cc3ccc(F)cc3)C(=O)[C@@]12C	7.6	x	1.3	1.6	-2.6	-1.0	-4.9	-3.7
CNC(=O)c1ccsc1NC(=O)c1ccc(S(=O)(=O)N2CCOCC2)cc1	4.4	x	x	-2.3	3.3	-1.1	9.3	x
O=C(C(=O)N1CCN(c2ccccc2F)CC1)c1c[nH]c2ccccc12	2.5	-0.4	-4.5	40.3	x	12.7	-6.8	0.2
Cc1cc(C)n(C(=O)/C(C#N)=C/N(C)C)n1	12.4	0.1	0.7	-5.3	-4.9	x	2.8	-0.3
CC(C)N(C(=O)COC(=O)CNS(=O)(=O)c1ccccc1F)c1ccccc1	-5.5	0.0	8.4	-1.8	x	x	x	-4.6
O=C(N[C@H]1CC[C@@H](CC(=O)N2CCCCC2)O[C@@H]1CO)c1ccccn1	-7.5	-0.1	-0.8	-8.3	3.0	-8.0	8.5	-4.3
Cc1ccc(NC(=O)Cn2nnc3ccccc3c2=O)cc1	-55.2	3.9	-18.8	-5.5	x	3.9	-0.8	-24.1
Cc1cc(F)ccc1S(=O)(=O)N1CCCOC1CNC(=O)C(=O)NCC(C)C (stereo unspecified)	x	0.4	x	-10.3	0.2	-20.9	x	4.0
NC(=O)c1ccsc1NC(=O)C1CCN(S(=O)(=O)c2cccs2)CC1	-3.8	-2.0	-3.7	11.7	x	x	x	-2.7
COc1ccccc1NC(=O)C1=C(C)NC(=O)NC1c1ccc(C)cc1 (stereo unspecified)	5.9	0.2	5.9	-41.2	2.2	-2.1	8.1	0.4
CCNC(=O)C[C@@H]1CC[C@H]2[C@@H](COc3ccc(NC(=O)Nc4ccccc4OC)cc3C(=O)N2C)O1	-7.9	-1.6	-16.9	-18.5	-2.1	-12.5	-0.3	0.0
FC(F)(F)c1ccc(C2[C@H]3CN(Cc4cccnc4)[C@H](c4ccccc4)C34CC2(c2cccnc2)C4)cc1 (stereo partly specified)	8.5	-1.3&-0.2	13.0	1.2&4.4	3.2	-12.7	-6.0	-6.1&-6.2
Cc1ccc(S(=O)(=O)N(C)C[C@H]2Oc3ccc(NS(=O)(=O)c4cn(C)cn4)cc3C(=O)N([C@@H](C)CO)C[C@H]2C)cc1	-19.1	x	-8.2	2.2	x	x	-19.0	x
C=CCN1C(=O)/C(=c2\sc3nc(=O)c(Cc4ccccc4)nn3c2=O)c2ccccc21	31.9	x	19.4	-5.5	-0.4	-0.6	-7.4	-2.0
CCN(CC)S(=O)(=O)c1cccc(NC(=O)CC2CCCC2)c1	24.5	1.3	3.6	8.6	-0.4	-1.7	2.7	-0.9
CSc1nc(=O)n2cccc(C)c2n1	x	x	x	-4.2	2.7	-1.0	-25.5	x
O=C(NCc1cc(C(F)(F)F)cc(C(F)(F)F)c1)C1CC(c2ccc(C(F)(F)F)cc2)=NO1 (stereo unspecified)	4.6	8.3	-1.4	-1.8	-3.0	5.4	x	4.6
CC(=O)C1=C(C)N(Cc2ccc(Br)cc2)C(=S)NC1c1ccc(F)cc1 (stereo unspecified)	-2.7	-0.8	1.5	15.4	x	14.1	x	6.7
O=C(CSc1ccc(Cl)cc1)N1CCN(c2ncc(C(F)(F)F)cc2Cl)CC1	-18.0	x	x	x	1.2	1.8	1.6	x
Cc1c(CN2CCC(CO)(CCOc3ccccc3)CC2)[nH]c2ccc(Cl)cc12	20.7	-0.9	8.1	46.0	x	-4.7	-8.4	-5.1
COc1ccc(N(CC(=O)NCc2cccnc2)S(=O)(=O)c2c(C)nn(C)c2C)cc1	2.8	3.0	-3.6	-8.8	-0.8	4.2	-14.4	2.7
Cc1ccc(N/C(=C\C(=O)c2ccccc2)C(=O)O)cc1	-40.8	-1.4	1.8	-36.1	x	3.6	-3.4	-4.4
OCCN1CCN(Cc2ccc3ccccc3c2)CC1	10.4	1.4	-1.3	-2.7	5.4	3.6	x	0.0
COc1cc(C)c(C(=O)CC(=O)c2c(C)cc(OC)cc2C)c(C)c1	16.5	2.7	9.7	0.1	-5.2	6.3	5.2	1.9
COc1cc(C)c(C)cc1S(=O)(=O)N1CCCc2ccccc21	18.6	-1.2	-10.9	10.5	0.7	2.3	x	-3.0
COc1cccc(NC(=O)C[C@@H]2CC[C@@H]3[C@H](COc4ccc(NC(=O)c5ccccc5F)cc4C(=O)N3C)O2)c1	-20.3	-3.6	11.8	-7.1	6.3	6.9	0.3	-3.2

Some of these compounds in order of formula weight, low to high:
smiles	PAX8 reporter	ERAP1 inh	EWS-Fli inh	LGR2 inh	PglD DTNB	FN deposition inh	PGC1a acetyl inh	S100A4 inh HTS
COc1cc(C)c(C(=O)CC(=O)c2c(C)cc(OC)cc2C)c(C)c1	16.5	2.7	9.7	0.1	-5.2	6.3	5.2	1.9
Cc1c(CN2CCC(CO)(CCOc3ccccc3)CC2)[nH]c2ccc(Cl)cc12	20.7	-0.9	8.1	46.0	x	-4.7	-8.4	-5.1
COc1cccc(NC(=O)C[C@@H]2CC[C@@H]3[C@H](COc4ccc(NC(=O)c5ccccc5F)cc4C(=O)N3C)O2)c1	-20.3	-3.6	11.8	-7.1	6.3	6.9	0.3	-3.2
